SRC3 inh: inhibitors of human steroid receptor coactivator 3 (SRC3); inhibition, % at 3.6 µM; AID 588352; HEK293 GAL4-SRC3 luciferase reporter, luminescence; 0.17% of 360,000 active; Q9Y6Q9;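 active = inhibition above a per-campaign cutoff, the mean of all compounds plus 3 SD, cut at about 60% in these data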;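 also: 0% = DMSO-treated cells and 100% = gossypol-treated cells at 36 µM; higher means less SRC3-driven luciferase light from the GAL4 reporter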
LRH-1 inv ag: suppresses constitutive activity of human LRH-1; 0.13% of 360,000 active; AID 602396; inhibition, % at 3.6 µM; HEK293T StAR-luciferase reporter, LRH-1 transfected, 24 h;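 active = inhibition above the mean inhibition of all tested compounds plus 3 SD, cut at about 73% in these data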;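 also: 0% = DMSO wells and 100% = reporter-only cells lacking LRH-1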
NCOA2 inhibitor: inhibits human steroid receptor coactivator 2. Q15596. HEK293 GAL4-SRC2 luciferase reporter, luminescence. inhibition, % at 9 µM. 0.17% of 370,000 active;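 active = inhibition above the mean inhibition of all tested compounds plus 3 SD, set per campaign, cut at about 52% in these data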;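 also: 0% = DMSO treated cells and 100% = cells given Gossypol at 36 µM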
Vif imaging: blocks HIV Vif function; 0.35% of 340,000 active; inhibition, % at 7.49 µM; AID 602346; HEK293T cells, Vif self-association by quenched fluorescence, imaging, 24 h; in the data active = inhibition above about 50%, passing the limit was not always enough; also: some results filed as inactive read as strong as hits
TROY signal inh: TROY signaling inhibition; Q293 LMP1-TROYcd NF-kB luciferase reporter, 4 h; inhibition, % at 10 µM; 0.98% of 360,000 active;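 active = compounds whose plate-normalised and pattern-corrected inhibition of the luciferase reporter signal at the single screening dose is 50% or more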
EBV LMP1 NFkB: Epstein-Barr LMP1 NF-kappaB reporter inhibition; LMP1-induced NF-kappaB luciferase reporter cells, luminescence; inhibition, % at 12.5 µM; 0.69% of 350,000 active; AID 504558; in the data active = inhibition above about 41%;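 also: 0% = neutral control wells and 100% = reference inhibitor control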
NOD2-RIPK2 inh: inhibitors of human NOD2-RIPK2 interaction; O43353; CHO BLA complementation NOD2-RIPK2, CCF4 ratio; 0.38% of 360,000 active; inhibition, % at 4.98 µM; in the data active = inhibition above about 21%;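 also: 0% = vehicle only and 100% = reference blocker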
TLR9-MyD88 inh: inhibitors of human TLR9-MyD88 binding; 0.21% of 340,000 active; inhibition, % at 4.98 µM; Q9NR96+Q99836; CHO BLA complementation TLR9-MyD88, CCF4 FRET ratio; AID 504734;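 active = inhibition above the mean over all tested compounds plus 3 SD, cut at about 21% in these data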;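 also: 0% = DMSO only wells and 100% = clavulanate BLA inhibitor control wells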
Target sequence (Q99836 whole entry, looked up): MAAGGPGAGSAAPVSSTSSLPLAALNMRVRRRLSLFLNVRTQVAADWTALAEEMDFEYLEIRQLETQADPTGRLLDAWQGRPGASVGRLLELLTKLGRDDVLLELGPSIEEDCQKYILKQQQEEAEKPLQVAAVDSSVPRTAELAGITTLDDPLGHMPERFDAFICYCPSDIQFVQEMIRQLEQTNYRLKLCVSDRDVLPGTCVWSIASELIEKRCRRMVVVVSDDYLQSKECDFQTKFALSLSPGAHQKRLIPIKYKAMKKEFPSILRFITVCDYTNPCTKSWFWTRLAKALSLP
Target sequence (Q9NR96 whole entry, looked up): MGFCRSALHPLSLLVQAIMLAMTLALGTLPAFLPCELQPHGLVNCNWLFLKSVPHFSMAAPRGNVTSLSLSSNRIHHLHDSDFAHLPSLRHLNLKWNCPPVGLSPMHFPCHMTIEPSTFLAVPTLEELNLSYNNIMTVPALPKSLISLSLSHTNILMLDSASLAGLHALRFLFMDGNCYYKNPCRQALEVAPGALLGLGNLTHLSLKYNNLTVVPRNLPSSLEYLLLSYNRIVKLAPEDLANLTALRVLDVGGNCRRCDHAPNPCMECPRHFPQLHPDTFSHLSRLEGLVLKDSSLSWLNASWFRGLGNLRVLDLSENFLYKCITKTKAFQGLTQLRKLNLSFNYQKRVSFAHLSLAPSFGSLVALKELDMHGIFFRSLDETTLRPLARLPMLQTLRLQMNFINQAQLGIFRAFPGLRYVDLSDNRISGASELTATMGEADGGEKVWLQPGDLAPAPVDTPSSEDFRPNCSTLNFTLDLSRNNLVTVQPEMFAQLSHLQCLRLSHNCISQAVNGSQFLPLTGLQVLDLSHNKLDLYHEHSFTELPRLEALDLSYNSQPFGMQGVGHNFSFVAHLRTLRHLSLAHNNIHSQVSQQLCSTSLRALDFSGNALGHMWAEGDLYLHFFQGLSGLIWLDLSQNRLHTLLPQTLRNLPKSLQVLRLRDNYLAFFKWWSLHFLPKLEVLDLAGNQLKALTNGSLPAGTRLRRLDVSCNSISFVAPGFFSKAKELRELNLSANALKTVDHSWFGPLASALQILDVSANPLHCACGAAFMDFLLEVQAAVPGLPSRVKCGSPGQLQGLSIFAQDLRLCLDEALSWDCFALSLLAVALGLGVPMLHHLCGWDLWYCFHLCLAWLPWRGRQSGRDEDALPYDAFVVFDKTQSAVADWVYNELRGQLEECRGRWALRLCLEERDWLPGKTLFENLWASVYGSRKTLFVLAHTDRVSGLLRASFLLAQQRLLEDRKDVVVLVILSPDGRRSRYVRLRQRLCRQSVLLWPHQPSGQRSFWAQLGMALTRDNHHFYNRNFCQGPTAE
COUP-TFII inh: blocks human COUP-TFII nuclear receptor | P24468 | HEK293T NGFI-A luciferase reporter, luminescence | inhibition, % at 8.6 µM | 0.7% of 370,000 active | AID 686940;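 active = inhibition above a per-plate cutoff, mean inhibition of test wells between control levels plus 3 SD, cut at about 38% in these data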;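 also: cells cotransfected with COUP-TFII expression vector driving the NGFI-A reporter; 0% = median of COUP-TF2 test wells and 100% = reporter-only cells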
C8 TRAIL sens: sensitizes caspase-8 expressing cells to TRAIL. NB7+C8 cells + TRAIL, ATPlite viability luminescence. inhibition (viability loss, TRAIL sensitization), % at 10 µM. 1% of 360,000 active. AID 624354;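 active = compounds causing at least 50% loss of cell viability in the single-dose screen, relative to plate controls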
SRC1 inh: inhibitors of human steroid receptor coactivator 1 (SRC1). Q15788. inhibition, % at 3.6 µM. HEK293 GAL4-SRC1 luciferase reporter, luminescence. 0.12% of 360,000 active. AID 588354;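 active = inhibition above the campaign mean plus 3 SD, with each screening campaign given its own cutoff, cut at about 60% in these data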;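 also: 0% = DMSO treated cells and 100% = gossypol at 36 µM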
The depositor's hits bear a star; / = not tested or not shown. The list is partial, so the mix of outcomes need not match the whole.

structure | SRC3 inh | LRH-1 inv ag | NCOA2 inhibitor | Vif imaging | TROY signal inh | EBV LMP1 NFkB | NOD2-RIPK2 inh | TLR9-MyD88 inh | COUP-TFII inh | C8 TRAIL sens | SRC1 inh
CC(=O)OC(C(=O)n1nc(C)cc1C)c1ccccc1 (stereo not drawn) | 5 | -4 | -11 | 6 | -22 | -4 | -1 | 3 | 16 | -9 | 3
CCc1cc(C(=O)Cc2nc3ccccc3[nH]2)c(O)cc1O | -37 | -64 | -53 | 8 | -48 | -3 | -7 | -3 | -36 | 10 | -23
CCCCN1Cc2ccccc2Oc2cc(Br)ccc2S1(=O)=O | 19 | 0 | 3 | -3 | 6 | 2 | -1 | -3 | 0 | -1 | 5
CC(C)S(=O)(=O)C1=NSC2=NC(=O)/C(=C\c3ccc(-c4ccccc4)o3)C(=N)N21 | -2 | 9 | 10 | / | 17 | -5 | -3 | 7 | -37 | 0 | -1
Cc1csc(NC(=O)c2ccc(Cl)cc2[N+](=O)[O-])n1 | -47 | -103 | -45 | -2 | 1 | -21 | -5 | -8 | -28 | 13 | -112
CCOC(=O)c1c(NC(=O)CC)sc(C(=O)N2CCCCC2)c1C | -17 | -16 | 5 | -3 | -10 | 0 | 7 | 7 | 6 | 5 | 2
COC(=O)C1=C(N)Oc2cc(C)n(Cc3cccnc3)c(=O)c2C1c1cc(OC)ccc1OC (stereo not drawn) | 1 | 8 | -17 | 0 | 5 | 4 | 0 | 5 | -4 | -8 | -5
CCOC(=O)N1[C@@H]2C=C(C)[C@@H]2[C@@H]2[C@@H](C)C(=O)N21 | 2 | 4 | -8 | -2 | -2 | 0 | -15 | -11 | -5 | 18 | -1
CCOC(=O)N1CCC(N2CCCC(C(=O)c3ccccc3OC)C2)CC1 (stereo not drawn) | -5 | -18 | 9 | 3 | -4 | -4 | -8 | 2 | -8 | -3 | -3
[O-]c1c[n+](-c2ccc(-[n+]3cc([O-])on3)cc2)no1 | -6 | 8 | 7 | -1 | -5 | -1 | 1 | 6 | 2 | 2 | 2
Cc1cccc(NC(=O)CNC(=O)Cc2ccc3c(c2)OCCO3)c1C | -5 | -11 | -12 | 24 | 9 | -1 | -7 | -5 | 3 | -4 | -27
O=c1[nH]nnc2c1sc1nc(N3CCOCC3)c3c(c12)CCCC3 | 4 | 12 | -18 | 1 | 0 | 29 | -4 | -3 | 5 | -26 | 0
CN1C(=O)CC(N2CCN(C(c3ccccc3)c3ccccc3)CC2)C1=O (stereo not drawn) | -7 | -2 | 7 | 1 | 2 | -11 | 1 | 0 | -7 | 0 | -14
COc1ccc(C(=O)Nc2ccc(S(=O)(=O)Nc3nccnc3OC)cc2)cc1OC | -62 | -6 | 9 | / | 9 | 1 | -8 | 10 | 13 | -16 | -1
Cc1ccc(NS(=O)(=O)c2ccc3c(c2)N(C)CCO3)cc1 | -25 | 9 | 1 | 3 | 5 | -4 | 2 | 0 | 1 | -3 | -6
CCOCc1cc(C)[nH]c(=O)c1C#N | 5 | -15 | -7 | 3 | 6 | -7 | -8 | -11 | 1 | -15 | -5
O=C(NC(=S)NC(c1ccccc1)c1ccncc1)c1ccccc1 (stereo not drawn) | 14 | -22 | 15 | -8 | 31 | 19 | -10 | -7 | 11 | 6 | -1
Cc1cc(C)c(S(=O)(=O)c2ccccc2C)c(Cl)n1 | -6 | 8 | -18 | -4 | 18 | -8 | 5 | -3 | 2 | -5 | -4
Cc1cccc(C)c1OCC1CNC(=O)O1 (stereo not drawn) | 14 | 6 | 24 | -10 | 8 | -2 | -2 | -9 | -17 | -1 | 11
COc1ccccc1CNC(=O)C(=O)c1cn(CC(=O)N2CCCCC2)c2ccccc12 | 0 | -13 | -9 | 4 | -30 | 4 | 1 | 2 | 0 | 0 | -9
Nc1ccc(-c2cc(-c3ccc(N)cc3)nc(-c3ccccc3)n2)cc1 | 27 | -11 | -13 | -4 | 3 | 8 | 2 | -1 | -3 | -19 | 13
Cc1cccc(NC(=O)CSc2nnc(CNC(=O)c3cccs3)o2)c1C | 13 | -6 | 1 | 10 | -5 | -2 | 1 | 9 | 4 | -14 | -3
Cc1cc(NC(=O)CN2C(=O)NC(c3ccccc3)(c3ccc(C)c(C)c3)C2=O)no1 (stereo not drawn) | 14 | -6 | -1 | 17 | 16 | 4 | 13 | 14 | -5 | -14 | 6
CCC1CCCCN1CCCNC(=O)CS(=O)(=O)Cc1nc(-c2cccc(OC)c2)oc1C (stereo not drawn) | 1 | -2 | -11 | -8 | -12 | 1 | -3 | 1 | 3 | 6 | -26
CC12CCCCC1c1ccccc1C(=NCC(=O)O)N2 (stereo not drawn) | 0 | -15 | -39 | 2 | 3 | -4 | -20 | -9 | -8 | -13 | -22
Cc1ccc(/C=C2\SC(=S)N(CCC(=O)NNC(=O)c3cccnc3)C2=O)cc1 | 6 | 2 | 2 | 2 | -4 | 11 | 3 | 2 | -11 | -5 | 7
Cc1cc(NC(=O)CSc2ncnc3sc(C)c(C)c23)no1 | 3 | 3 | -21 | 21 | -2 | 18 | -8 | 3 | -6 | -11 | 10
O=C(CSc1ccsc1[N+](=O)[O-])N1CCCCC1 | 4 | 0 | 13 | 0 | 0 | 0 | 0 | -11 | -5 | 1 | -1
Cn1nc(C(=O)NC2=NCCS2)ccc1=O | -8 | 16 | -26 | 7 | -9 | 2 | -7 | 0 | -3 | 4 | -14
COc1cc(C)c(C(C)C)cc1S(=O)(=O)NCCCn1ccnc1 | -3 | 3 | 3 | 2 | 14 | -24 | -1 | -6 | 2 | -9 | -6
CCCCc1nc2ccccc2c(N)c1CCC (tested in a mixture with another compound) | 33 | 6 | -5 | -10 | -4 | 9 | -14 | 4 | -7 | 6 | 5
COc1cccc(C(=O)Nc2c[nH]c(=O)[nH]c2=O)c1 | 10 | 0 | 3 | -3 | 21 | -9 | -2 | 1 | 5 | -8 | 16
CSc1nc(Cl)c(Cc2ccc(OC(C)C)cc2)c(N(C)C)n1 | 8 | 20 | 9 | 11 | 18 | 19 | 5 | -3 | 20 | 23 | 9
O=C(NCc1ccco1)c1cccc(S(=O)(=O)N2CCOCC2)c1 | 7 | -2 | -4 | / | 17 | -1 | -10 | 2 | 4 | -11 | 1
COC(C[C@@H]1O[C@@H]1[C@@H](O)COCc1ccccc1)OC | 5 | -31 | 10 | -1 | -17 | 25 | -15 | 2 | -2 | -4 | -4
Cc1cccc(OCc2nnc(SCC(=O)NC3CCCCC3)n2C)c1 | -20 | -10 | 19 | 2 | 2 | -5 | 3 | -15 | -6 | 4 | 3
CCOc1ccccc1NC(=S)N1CCN(c2nc(-c3ccc(F)cc3)cs2)CC1 | 4 | -13 | 4 | -3 | 29 | 8 | 8 | -17 | -27 | 2 | -12
O=C(C1CC1)N(Cc1nc2ccccc2c(=O)[nH]1)Cc1cccs1 | 20 | 0 | -10 | 19 | 0 | -9 | -8 | 7 | -10 | 10 | 1
O=[N+]([O-])c1ccc(Sc2cc[n+]([O-])c3ccccc23)c([N+](=O)[O-])c1 | 21 | -4 | 10 | 6 | 3 | -13 | -1 | 32* | -27 | 18 | -7
Cc1ccc(NC(=S)N2CCCC(c3nc4ccccc4[nH]3)C2)cc1 (stereo not drawn) | 4 | 2 | -14 | 1 | 17 | -6 | -14 | -4 | 23 | -3 | -7

Whole records, looked up by structure. Screens in order: SRC3 inh	LRH-1 inv ag	NCOA2 inhibitor	Vif imaging	TROY signal inh	EBV LMP1 NFkB	NOD2-RIPK2 inh	TLR9-MyD88 inh	COUP-TFII inh	C8 TRAIL sens	SRC1 inh
Cc1csc(NC(=O)c2ccc(Cl)cc2[N+](=O)[O-])n1 in the list: -47	-103	-45	-2	1	-21	-5	-8	-28	13	-112
COc1cccc(C(=O)Nc2c[nH]c(=O)[nH]c2=O)c1 in the list: 10	0	3	-3	21	-9	-2	1	5	-8	16

(further entries)
structure | SRC3 inh | LRH-1 inv ag | NCOA2 inhibitor | Vif imaging | TROY signal inh | EBV LMP1 NFkB | NOD2-RIPK2 inh | TLR9-MyD88 inh | COUP-TFII inh | C8 TRAIL sens | SRC1 inh
O=C1OCc2ccc(NC(=O)c3sccc3Cl)cc21 | 4 | 1 | 14 | -2 | -28 | 6 | 4 | 6 | -7 | -6 | 5
Fc1ccc(-n2cnnn2)c(F)c1 | 2 | -7 | -13 | 20 | -8 | 0 | -6 | -14 | -6 | -7 | 8
CN(CC(=O)Nc1ccc(Cl)cc1F)C1=NS(=O)(=O)c2ccccc21 | 5 | -10 | -23 | -10 | 0 | 0 | -1 | -10 | 6 | -17 | -31
NC(=O)C1CCCN(C(=O)c2ccc(S(=O)(=O)N3CCCCCC3)cc2)C1 (stereo not drawn) | 1 | 5 | -19 | 3 | -18 | 3 | -7 | 2 | -7 | 4 | -13
Cc1c(CCC(=O)N[C@@H](CC(C)C)C(=O)O)c(=O)oc2c(C)c3oc4c(c3cc12)CCCC4 | -3 | -10 | 9 | / | 15 | -6 | -4 | 4 | 7 | -11 | -10
COc1ccc(-n2ncc3c(N4CCCc5ccccc54)ncnc32)cc1 | -36 | -163 | / | -5 | 62* | -75 | -5 | -4 | / | 35 | -52
CCn1c(NCc2ccccn2)nc2c1c(=O)n(C)c(=O)n2C | 15 | -3 | 23 | 7 | 11 | 4 | 5 | -4 | 17 | -2 | 1
C#Cc1ccc([C@H]2C=C(C(=O)NCc3nc4ccccc4[nH]3)O[C@@H](OCc3ccc(CO)cc3)C2)cc1 | 5 | -16 | -18 | 1 | 3 | 4 | -4 | -6 | 1 | 21 | -7
CCN(CC)C(=O)CSc1nnc(CCCCCNC(=O)OC(C)(C)C)o1 | 12 | 8 | -9 | -1 | -5 | 1 | -9 | -4 | 9 | 0 | 6
Cc1cc(C(=O)Nc2c(C)n(C)n(-c3ccccc3)c2=O)c2ccccc2n1 | 14 | 17 | -9 | 1 | -11 | -1 | -8 | -4 | -14 | -7 | -11
O=C(COc1ccc(Cl)cc1)N1N=C(c2cccs2)CC1c1ccco1 (stereo not drawn) | 7 | 6 | -3 | 2 | 9 | -4 | -5 | 4 | -1 | -9 | -10
CC1NC(=O)c2cc3ccccc3cc2-n2c1nc1ccccc1c2=O (stereo not drawn) | -14 | -10 | 5 | -16 | -9 | -9 | 8 | 6 | 5 | 2 | 1
Cc1ccc2sc(N(CCN(C)C)C(=O)/C=C/c3cccs3)nc2c1C | -5 | 3 | -16 | -7 | -34 | -1 | 7 | 2 | -4 | -12 | 4
CCOc1cc(/C=C2/C(=O)ON=C2C)cc(Br)c1O | -3 | 5 | -1 | / | 5 | -3 | -9 | -13 | -10 | 3 | 6
CN(C)CCn1c(C(=O)Nc2ccccc2)cc2ccccc21 | -9 | 25 | -3 | -13 | 10 | 4 | 1 | 1 | 11 | 7 | -5
Cc1csc(NC(=O)C2CCN(S(=O)(=O)c3cccs3)CC2)n1 | 5 | 15 | 12 | 10 | -10 | 0 | 0 | 5 | 13 | 8 | 5
Cc1nc2nc3c(c(=O)n2[nH]1)CCCC3 | -13 | -9 | 24 | 10 | 11 | -4 | -12 | 0 | -5 | 10 | -1
O=C(Nn1cnnc1)c1cc2cc(Br)ccc2oc1=O | -3 | 5 | 13 | 3 | -2 | 0 | 1 | 1 | 15 | -3 | -6
